Source: PubChem BioAssay
UBC13 polyUb – blocks human UBC13 polyubiquitin chain formation | P61088 | TR-FRET | inhibition, % at 20 µM | 330,000 tested, 0.47% active; in the data active = inhibition above about 45%, passing the limit was not always enough
Target sequence (P61088 whole entry, looked up): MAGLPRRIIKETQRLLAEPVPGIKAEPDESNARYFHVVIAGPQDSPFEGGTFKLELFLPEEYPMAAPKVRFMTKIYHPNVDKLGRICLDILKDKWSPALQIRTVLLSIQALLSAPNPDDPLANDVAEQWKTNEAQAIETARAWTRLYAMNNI
EBI2 antag – blocks human EBI2 receptor beta-arrestin signaling. P32249. EBI2 beta-arrestin recruitment, luminescence, 7a,25-OHC stimulated. inhibition, % at 5 µM. 360,000 tested, 0.81% active. AID 651636; in the data active = inhibition above about 38%;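 note: enzyme fragment complementation signal reports receptor beta-arrestin coupling in cells; 0% = agonist plus DMSO wells and 100% = wells without agonist; some results beyond the cut were filed as inactive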
Apaf1 inhib – inhibitors of human Apaf-1 apoptosome; reconstituted apoptosome caspase-3 activity, DEVD-Rh110 fluorescence; inhibition, % at 20 µM; 330,000 tested, 0.71% active; AID 489030; O14727; active = inhibition of at least 40% at 20 µM;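 note: plate controls were DMSO wells for no effect and DEVD-CHO caspase inhibitor wells for full effect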
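Material: reconstituted apoptosome with Apaf-1, cytochrome c, caspase-9, procaspase-3, dATP. Technique: Rh110 fluorescence intensity. Buffer or medium: pH 7.5 Hepes buffer with CHAPS, BSA, DTT. Times: 30 min plus 50 min, RT.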
Jurkat NFkB inh – lowers PMA/ionomycin-induced NF-kB signal in Jurkat cells; PMA/ionomycin-induced NF-kB luciferase reporter, luminescence; inhibition, % at 4 µM; 330,000 tested, 0.53% active; AID 435003
CCR6 antag – antagonists of human CCR6 receptor; 340,000 tested, 0.49% active; CHO-K1 CCR6 PathHunter beta-arrestin, luminescence, CCL20-stimulated; inhibition, % at 20 µM; P51684;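 active = compounds whose inhibition of the agonist-driven luminescence signal at 20 µM reaches about 50%, limit read from the data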;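 note: cells stimulated with CCL20 at 14 nM final; plate controls were DMSO with CCL20 for no effect and DMSO without agonist for full effect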
Target sequence (P51684 whole entry, looked up): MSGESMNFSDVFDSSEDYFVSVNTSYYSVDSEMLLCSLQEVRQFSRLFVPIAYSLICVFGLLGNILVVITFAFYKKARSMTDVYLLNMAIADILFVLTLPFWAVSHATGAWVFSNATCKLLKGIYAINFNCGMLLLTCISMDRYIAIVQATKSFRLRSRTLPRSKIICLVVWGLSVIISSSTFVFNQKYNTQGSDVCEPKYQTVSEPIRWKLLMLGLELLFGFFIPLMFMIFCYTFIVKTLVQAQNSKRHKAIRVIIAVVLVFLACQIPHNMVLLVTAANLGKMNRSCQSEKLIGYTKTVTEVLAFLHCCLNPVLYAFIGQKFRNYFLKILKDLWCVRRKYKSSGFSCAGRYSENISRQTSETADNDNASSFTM
Gli-Sufu block – blocks Gli-Sufu signaling in a luciferase reporter; Sufu-KO-LIGHT fibroblasts, Gli luciferase reporter luminescence; inhibition, % at 5 µM; 340,000 tested, 0.74% active; AID 588413;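 active = inhibition above about 55%, limit read from the data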;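 note: 0% = DMSO-treated cells and 100% = wells with medium but no cells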
697 NFkB inh – inhibitors of the PMA/ionomycin-induced NF-kB reporter in 697 B cells | 330,000 tested, 0.33% active | 697 B-cell NF-kB luciferase reporter, 16 h | inhibition, % at 4 µM; in the data active = inhibition above about 35%
SENP8 block – SENP8 protease inhibition | Q96LD8 | purified SENP8, Z-RLRGG-aminoluciferin cleavage, luminescence | inhibition, % at 10 µM | 330,000 tested, 1.2% active
Target sequence (Q96LD8 whole entry, looked up): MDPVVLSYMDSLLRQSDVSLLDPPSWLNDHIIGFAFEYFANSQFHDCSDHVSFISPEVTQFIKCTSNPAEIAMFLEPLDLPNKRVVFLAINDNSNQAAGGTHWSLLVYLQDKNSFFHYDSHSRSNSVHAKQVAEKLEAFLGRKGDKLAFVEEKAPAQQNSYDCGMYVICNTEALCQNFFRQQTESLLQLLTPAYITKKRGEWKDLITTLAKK
An asterisk follows results filed as active; & = joins results of further samples. Cut-off read from the data, not from the text of the source, unless noted: active = inhibition above about 50%; inactive = the rest. Only part of the results is shown (hit frequency here may not be typical).

molecule,UBC13 polyUb,EBI2 antag,Apaf1 inhib,Jurkat NFkB inh,CCR6 antag,Gli-Sufu block,697 NFkB inh,SENP8 block
CCn1cc(S(=O)(=O)NCCc2ccc(OC)c(OC)c2)cn1,-8,-2,13,-7,-2,-2,-21,2
COc1ccc(OCc2nnc(SCC(=O)Nc3cccc(C(C)=O)c3)o2)cc1,-4,7,0,1,9,-5,16,-16
Cc1nn2c(c1-c1ccccc1)NC1=C(C(=O)CCC1)C2c1ccccc1 (stereo not drawn),-5,-17,-2,2,15,0,16,4
Clc1ccccc1C(c1nnnn1Cc1ccco1)N1CCN(Cc2ccco2)CC1 (stereo not drawn),12,8,-3,-6,11,30,3,-4
Cc1ccccc1OCC(=O)N/N=C/c1cccn1C,-5,0,9,-7,5,-19,9,-18
O=C(COC(=O)Cc1ccc(Br)cc1)NC1CCCCC1,-8,-1,0,-45,14,-11,9,-2
CCOC(=O)C1=C(C)Nc2ncnn2C1c1cc(Br)ccc1F (stereo not drawn),-7,4,11,-5,7,-15,-19,-1
COc1ccc(C(=O)c2c3ccccc3[n+]([O-])n2CCCN)cc1,-12,-1&-7,8,-13,11&5,-3&1,-37,1
C=CCOc1ccc(/C=C2\SC(=S)N(N3CCOCC3)C2=O)cc1,-15,8,-5,27,8,3,-9,5
Cn1cc(CN2CCN(c3ncccn3)CC2)c(-c2cccc(Cl)c2)n1,5,2,-16,4,14,43,9,3
COc1ccc(Nc2nc(N)nc(CSC(=S)N3CCC(C)CC3)n2)cc1,4,5,14,2,-16,6,-39,-9
CCN(Cc1ccncc1)C(=O)Cc1cccs1,2,-7,-7,-18,7,5,8,16
Cc1ccc(Cn2c(=N)c(C(=O)NCC3CCCO3)cc3c(=O)n4ccccc4nc32)cc1 (stereo not drawn),-6,19,4,26,9,39,13,3
C/C(=N\NC(=O)c1ccc(F)cc1)c1ccc(NC(=O)Cc2ccccc2)cc1,10,-1,1,-12,5,-47,-25,-2
CCOC(=O)c1nnn(-c2nonc2N)c1CSc1nnc(N)s1,-2,-2,-8,-19,-7,-4,-11,6
O=C1c2ccccc2CN1CCSC(=S)N1CCOCC1,-1,-8,-12,-83,0,-39,-93,-10
Cc1ccc2cc(C)c3nnc(SCC(=O)NCc4ccco4)n3c2c1,6,-1,-9,0,-6,1,2,5
C(=N\NC1=Nc2cccc3cccc1c23)/c1cccnc1,-44,25,13,-59,8,-30,-24,-6
CCCCn1c(N)c(N(CCOC)C(=O)CCC2CCCCC2)c(=O)[nH]c1=O,6,-2,2,1,-6,-8,19,-2
CCC(C)[C@H](N)c1nnc(SCC(=O)Nc2cccc(Cl)c2)o1 (stereo partly drawn),3,-12,-3,-10,11,-8,-3,-11
CCC(c1nc2ccccc2c(=O)n1CCCn1ccnc1)N1C(=O)c2ccccc2C1=O (stereo not drawn),0,-1,-4,-16,4,11,-57,-3
O=C(O)CC/C(=N/NC(=O)c1cn(-c2ccccc2)nc1-c1ccccc1)C(=O)O,-11,0,13,5,17,-19,-4,-1
CC(OC(=O)c1cccc(S(=O)(=O)N2CCCCC2)c1)C(=O)NC1CCCCC1C (stereo not drawn),11,-6,3,17,8,-6,-19,-4
O=C(CSc1nnnn1C1CCCC1)NCc1ccc2c(c1)OCO2,-4,-17,-7,-5,6,-7,14,2
Cc1noc(C)c1S(=O)(=O)N1CCCC(C(=O)NCCc2ccccc2)C1 (stereo not drawn),7,1,-5,-1,17,0,6,-2
O=C(N/N=C/c1ccc(OC(F)F)cc1OC(F)F)c1ccc(Br)cc1,6,8,1,-1,21,1,8,3
Nc1ncc(Br)cc1S(=O)(=O)N1CCCCCC1,5,-1,-8,12,7,-6,0,3
COc1ccc(CNC(=O)C(C)OC(=O)C23CC4CC(CC(O)(C4)C2)C3)cc1 (stereo not drawn),-3,-1,5,-6,-7,-2,24,-7
C[C@@H]1CN([C@H](C)CO)C(=O)c2cccc(NC(=O)NC3CCCCC3)c2O[C@@H]1CN(C)C(=O)Nc1ccc(C(F)(F)F)cc1,36,72*,24,2,-1,10,9,10
COc1ccc(-c2nc3cc(C)ccn3c2NC2CCCCC2)cc1SC1CCCCC1,8,-1&7,48*,10,28,-23,-32,7
CCOC(=O)c1oc2ccccc2c1NC(=O)c1ccc2c(c1)OCO2,7,7,14,-22,20,-5,-4,0
Cc1ccccc1CS(=O)(=O)CCC(=O)NCc1ccccn1,7,8,-7,24,5,-34,24,-5
COC(=O)c1ccc(C2=NOC(C)(c3sc(-c4ccc(Cl)cc4)nc3C)C2)cc1 (stereo not drawn),15,9,20,9,4,-23,25,0
Cc1cccn2c(=O)c(/C=C(\C#N)C(=O)NCc3ccco3)c(N3CCCC(C)C3)nc12 (stereo not drawn),5,17,-4,9,20,4,-2,-1
O=C(Nc1ccc(F)cc1)Nc1cc(S(=O)(=O)N2CCOCC2)ccc1N1CCCC1,-1,-5,-10,-1,4,-6,21,8
COC(=O)c1cc(-c2ccc(OC)cc2)nc2nc(SC)[nH]c(=O)c12,6,-4,6,3,9,29,-9,-2
CCOCCCNC(=O)c1ccc(-n2c(=S)[nH]c3ccccc3c2=O)cc1,31,-4,-9,-5,-1,2,20,-3
O=C(C[n+]1cccc(Br)c1)c1ccc(-c2ccccc2)cc1,12,-2,12,2,13,14,8,4
COC(=O)c1c(NS(=O)(=O)c2ccccc2)csc1C,9,-2,-6,11,15,6,-3,-7
CC(C)CC(=O)NCc1ccc(F)cc1,3,-6,4,-4,-18,2,13,-1
Cc1cc2occ(CC(=O)NC3(C)CCS(=O)(=O)C3)c2cc1C (stereo not drawn),5,-1,-4,2,-2,0,1,-4
CCc1ccc(C2CC(c3ccc(F)cc3)Nc3nc(N)nn32)cc1 (stereo not drawn),49*,-7,8,-6,6,-5,3,-2
COc1ccc(NC(=O)C2CC(=O)N(c3cccc(C)c3C)C2)cc1 (stereo not drawn),1,7,3,1,-1,17,10,3
CCCCN(C1CCS(=O)(=O)C1)S(=O)(=O)c1ccc(C(C)C)cc1 (stereo not drawn),4,1,12,-9,24,26,12,-3
CCOc1ccc(NC(=O)C2CCN(S(=O)(=O)c3ccc4c(c3)NC(=O)C(C)S4)CC2)cc1 (stereo not drawn),2,6,12,16,-4,26,-2,2
Cc1cccc(-n2nc3c([n+]2[O-])CCc2nonc2-3)c1C,5,-18,8,6,-2,1,-8,2
O=C(NC1CC1)C1CCN(c2ccc(S(=O)(=O)N3CCOCC3)cc2)CC1,-15,-4,4,-10,-10,-9,-18,6
O=C(Cc1ccc(Cl)cc1)NCCN1CCCC1,-1,-4,4,-4,-9,0,-26,2

Three entries picked at random from the list so far:
molecule,UBC13 polyUb,EBI2 antag,Apaf1 inhib,Jurkat NFkB inh,CCR6 antag,Gli-Sufu block,697 NFkB inh,SENP8 block
CCCCN(C1CCS(=O)(=O)C1)S(=O)(=O)c1ccc(C(C)C)cc1 (stereo not drawn),4,1,12,-9,24,26,12,-3
COC(=O)c1ccc(C2=NOC(C)(c3sc(-c4ccc(Cl)cc4)nc3C)C2)cc1 (stereo not drawn),15,9,20,9,4,-23,25,0
Cc1noc(C)c1S(=O)(=O)N1CCCC(C(=O)NCCc2ccccc2)C1 (stereo not drawn),7,1,-5,-1,17,0,6,-2

Next compounds follow.
molecule,UBC13 polyUb,EBI2 antag,Apaf1 inhib,Jurkat NFkB inh,CCR6 antag,Gli-Sufu block,697 NFkB inh,SENP8 block
O=C(c1ccccc1)N1N=C(c2ccccc2O)CC1c1ccc(Br)cc1 (stereo not drawn),19,18,13,-9,17,0,-9,11
CC(C)(C)C(=O)NC1=NCCS1,-1,2,1,-1,32,6,9,9
COc1ccc(S(=O)(=O)N(Cc2ccccc2)c2ccccc2C(=O)N2CCOCC2)cc1,-6,7,0,5,3,-2,5,-4
COc1cccc(NC(=O)CSc2nc3c(oc4ccccc43)c(=O)[nH]2)c1,0,-5,4,8,8,1,-8,13
O=C(C1CCN(c2ncnc3c2nc2n3CCCCC2)CC1)N1CCN(c2ccc(F)cc2)CC1,16,7,10,11,6,13,-70,-7
O=C(CN1C(=O)C2CCCCN2C(=O)c2ccccc21)N1CCCc2ccccc21 (stereo not drawn),0,-3,-5,-7,4,1,-3,-2
COc1ccccc1CNC(=O)Cn1c(=O)c2cccn2c2cccnc21,-3,-2,10,-3,17,-12,-13,-9
CCOC(=O)C1(Cc2ccccc2)CCN(Cc2ccc(C)s2)CC1,6,-3,14,1,-6,-2,-5,-4
Cc1ccc(NC(=O)CSc2nc3c(c(=O)[nH]2)CCC3)cc1C,1,8,-11,-6,-1,2,2,3
CCOc1ccc(-c2nc(N)ncc2Oc2ccc(OC)cc2)c(O)c1,15,27,15,11,16,1,-2,-4
Cc1ccc(S(=O)(=O)NCC(=O)N2CCCCC2)cc1,4,-4,6,1,6,-5,3,0
CN(CCc1ccccn1)C(=O)c1nn2c(C(F)(F)F)cc(-c3ccco3)nc2c1Cl,-22,-5,1,8,25,13,-14,-2
O=C(O)Cn1cc(/C=N/Nc2ccc([N+](=O)[O-])cn2)c2ccccc21,-120,8,0,-16,42,17,17,-3
COc1ccc(C)cc1NC(=O)c1ccc(N(C)S(C)(=O)=O)cc1,-12,0,0,-17,7,-4,-12,7
CCO[C@@H]1OC(C(=O)N2CCN(C)CC2)=C[C@H](c2ccc(C(F)(F)F)cc2)[C@H]1CCCO,-12,5,5,11,10,-12,4,4
COc1ccc(NC(=O)c2ccc3ccccc3n2)cc1S(=O)(=O)N1CCCCC1,-7,3,11,-22,5,-29,-22,0
COc1ccccc1C(=O)NC(=O)Cn1nc(C)c([N+](=O)[O-])c1C,-4,-8,0,0,-3,-4,5,-2
CC(=O)N(C(C)=O)C1=C(C#N)C2(CCCCC2)Cc2ccccc21,4,28,1,-6,-12,-10,7,-2
CCC(C)NC(=O)Cn1c(COc2ccc(Cl)cc2Cl)nc2ccccc21 (stereo not drawn),-9,6,-7,-71,-2,1,-61,2
CC(=O)Nc1ccc(N(C(=O)CNC(=O)c2ccco2)C(C(=O)NCc2ccco2)c2ccccc2F)cc1 (stereo not drawn),-4,-6,2,-7,0,-15,-3,-13
CCOC(=O)Cc1nnc(NC(=O)C(CC)Sc2nncn2C)s1 (stereo not drawn),-1,-6,-2,5,1,-5,15,5
